S-ASM inh: Inhibitors of Secretory Acid Sphingomyelinase (S-ASM): qHTS. Sphingomyelin phosphodiesterase (Homo sapiens), P17405. placental ASM, HMU-PC fluorogenic substrate, 60 min. Potency, µM (doses to about 57.5 µM), for the others: at the highest dose activity change, negative = inhibition, actives largely listed as inhibitors. 340,000 tested, 0.006% active. AID 504937, 2011; further: potency means the concentration at half of the fitted maximal effect
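Fluorogenic HMU-PC substrate (9 uM final) is turned over by placental ASM in 60 min at 37 C after a 10 min compound preincubation. Reaction ended by alkaline stop (pH 10), with fluorescence read at 386/447 nm.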
Menin MLL FP TR: qHTS Assay for Inhibitors Targeting the Menin-MLL Interaction in MLL Related Leukemias: Competition With Texas Red Labeled MLL-derived Mutant Peptide; O00255; 270,000 tested, 0.23% active; Menin + Texas Red MLL mutant peptide, fluorescence polarization; Potency, µM (highest dose often 61.6 µM), for inactives: at the top dose FP activity change, negative = inhibition, usual class: inhibitors; active means well fitted inhibition curve with a large enough effect in the polarisation, with a control signal flat, not every such curve was filed as active; inconclusive means small, poorly fitted or top-dose-only effect, or effect the other way, or a change in a side signal; inactive means no such curve, though single readings can be large or run the other way; the % refers to the polarisation; further: potency means the concentration at half of the fitted maximal effect; % of control where 0% means no effect; many of its hits are not listed in these tables
TSHR antagonist: Antagonists of the Thyroid Stimulating Hormone Receptor: HTS campaign | Thyrotropin receptor (Homo sapiens), P16473 | TSHR-expressing cells, TSH-stimulated cAMP HTRF, 2 h; hits give low values | activity change, negative = inhibition, % at 11.5 µM | 330,000 tested, 0.2% active | AID 504810, 2011;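 active means activity change below a set negative limit, meaning inhibition stronger than a set level, cut at about -70% in these data; inconclusive means activity change between two set negative limits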; further: on the % scale 0 is the no-effect control and ±100 the full control effect
Target sequence (P16473 whole entry, looked up): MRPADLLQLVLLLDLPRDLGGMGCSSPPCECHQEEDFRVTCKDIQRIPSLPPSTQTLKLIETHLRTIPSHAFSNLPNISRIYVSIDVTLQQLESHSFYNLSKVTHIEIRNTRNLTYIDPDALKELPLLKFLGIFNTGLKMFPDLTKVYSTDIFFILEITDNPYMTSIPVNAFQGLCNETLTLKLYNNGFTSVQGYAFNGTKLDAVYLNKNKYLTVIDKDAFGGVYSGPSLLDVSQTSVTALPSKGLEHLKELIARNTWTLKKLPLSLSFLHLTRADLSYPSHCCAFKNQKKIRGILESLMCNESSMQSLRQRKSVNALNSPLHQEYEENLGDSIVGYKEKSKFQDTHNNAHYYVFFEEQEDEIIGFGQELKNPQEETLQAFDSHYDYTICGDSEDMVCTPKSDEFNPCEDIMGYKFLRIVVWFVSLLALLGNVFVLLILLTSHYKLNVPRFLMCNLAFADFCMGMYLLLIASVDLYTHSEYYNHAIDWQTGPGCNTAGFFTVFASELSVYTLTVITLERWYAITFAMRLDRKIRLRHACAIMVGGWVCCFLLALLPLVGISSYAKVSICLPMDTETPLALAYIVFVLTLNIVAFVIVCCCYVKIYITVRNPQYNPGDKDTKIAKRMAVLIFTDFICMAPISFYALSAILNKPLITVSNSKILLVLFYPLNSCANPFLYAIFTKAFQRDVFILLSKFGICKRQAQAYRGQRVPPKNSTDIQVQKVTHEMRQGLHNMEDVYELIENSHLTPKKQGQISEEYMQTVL
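TSHR-expressing cells, 200/well, pre-treated with compound, then stimulated with EC80 TSH (4nM final) for 2 hours at 37 deg C. cAMP measured by competitive HTRF: anti-cAMP cryptate antibody in lysis buffer plus cAMP-d2, read after 30 minutes at room temperature.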
a7 integrin act: qHTS for Activators of Integrin-Mediated Alleviation for Muscular Dystrophy | alpha7betagal myoblasts, beta-gal FDG fluorescence, 48 h | Potency, µM (series often up to 38.3 µM), inactives show at the highest dose activation, usual class: activators | 350,000 tested, 0.064% active | AID 624291, 2012;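 further: potency means the concentration at half of the fitted maximal effect; 100% = response of the positive control SU9516; nearly all actives have a fitted effect of over 60% in size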
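Alpha7betagal+/- myoblasts (passage 13) were plated 16-24 hr, then exposed to compounds (1:260 dilution of DMSO stock) for 48 hours at 37C. After MPER lysis, β-galactosidase reporter activity was read as FDG fluorescence (ex 480/em 540) after 30 minutes.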
AT treatment: qHTS Assay for Identifying a Potential Treatment of Ataxia-Telangiectasia. […] A-T fibroblasts, KAP-1 phosphorylation AlphaLISA; neocarzinostatin DNA damage 30 min before lysis. Potency, µM (top dose mostly 57.5 µM), inactives show top-dose activation, actives largely listed as activators. 320,000 tested, 0.19% active. AID 485349, 2010; further: potency means the concentration at half of the fitted maximal effect; % of control where 0% means no effect; nearly all actives have a fitted effect of over 45% in size
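ATM-like activity read as KAP-1 phosphorylation via AlphaLISA donor/acceptor antibody pairs after lysis and 6 hr at 25C. Cells were ATM-null patient fibroblasts ([…], hTERT), dosed 60 min, then exposed to the DSB inducer NCS for 30 min.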
TSG101-PTAP inh: qHTS Assay for Iinhibitors of HIV-1 Budding by Blocking the Interaction of PTAP/TSG101; 340,000 tested, under 10 active; Potency, µM (highest dose often 115 µM), without a hit: top-dose activity change, negative = inhibition, usual class: inhibitors; Fluorescence polarization, FITC-PTAP peptide / Tsg101 binding; AID 493005, 2010; active means well fitted inhibition curve with a large enough effect in the main read-out, with a control signal flat, not every such curve was filed as active; inconclusive means small, poorly fitted or top-dose-only effect, or effect the other way, or a change in a side signal; inactive means no such curve, though single readings can be large or run the other way; further: potency means the concentration at half of the fitted maximal effect; % of control where 0% means no effect
Target sequence (Q99816 whole entry, looked up): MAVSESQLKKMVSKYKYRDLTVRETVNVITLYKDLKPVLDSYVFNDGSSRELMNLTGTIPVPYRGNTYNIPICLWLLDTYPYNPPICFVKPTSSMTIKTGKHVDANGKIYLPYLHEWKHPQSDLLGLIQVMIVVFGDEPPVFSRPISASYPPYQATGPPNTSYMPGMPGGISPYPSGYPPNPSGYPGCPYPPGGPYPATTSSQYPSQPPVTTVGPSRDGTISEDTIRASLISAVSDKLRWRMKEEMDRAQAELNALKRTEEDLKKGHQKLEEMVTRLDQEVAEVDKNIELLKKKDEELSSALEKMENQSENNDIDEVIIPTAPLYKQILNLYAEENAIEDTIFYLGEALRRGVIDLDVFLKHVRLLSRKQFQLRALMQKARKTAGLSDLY
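Steps: Tsg101 binding domain dispensed (10 uM final), compounds pinned in DMSO, FITC-labeled PTAP-motif peptide added (50 nM final); after 20 min binding at room temperature, polarization measured.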
Mito fusion act: qHTS Assay for Small Molecule Inhibitors of Mitochondrial Division or Activators of Mitochondrial Fusion. S. cerevisiae fusion-defective mutant growth rescue, CellTiterGlo 48 h. Potency, µM (top dose mostly 46.1 µM), inactives show top-dose growth rescue (activation), hits mostly activators. 320,000 tested, 0.23% active. AID 485298, 2010;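 further: potency means the concentration at half of the fitted maximal effect; % of control where 0% means no effect; nearly all actives have a fitted effect of over 45% in size; temperature-sensitive fusion mutants such as fzo1-1 at 37 °C on non-fermentable ethanol glycerol medium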
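Read-out: ATP-based luminescence (CellTiterGlo, 10 min ambient) reporting growth of fusion-defective ts yeast after 48 hours at 37C on glycerol/ethanol YPEG medium in the presence of compound.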
MBNL1-CUG inh: qHTS Assay for Inhibitors of MBNL1-poly(CUG) RNA binding; Muscleblind-like protein 1 (Homo sapiens), Q9NR56; TR-FRET MBNL1-His/biotin-(CUG)12 binding, 665/545 ratio; Potency, µM (series often up to 57.5 µM), inactives show at the highest dose activity change, negative = inhibition, usual class: inhibitors; 280,000 tested, 0.036% active; active means well fitted inhibition curve with a large enough effect in the signal ratio, with a control signal flat, not every such curve was filed as active; inconclusive means small, poorly fitted or top-dose-only effect, or effect the other way, or a change in a side signal; inactive means no such curve, though single readings can be large or run the other way; the % refers to the signal ratio; further: potency means the concentration at half of the fitted maximal effect; on the % scale 0 is the no-effect control and ±100 the full control effect
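Inhibition of protein-RNA binding appears as loss of TR-FRET between terbium anti-His antibody on MBNL1-His and streptavidin-XL665 on biotin-(CUG)12. Activity is normalized to buffer-only and uninhibited-complex controls.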
MLL CXXC-DNA inh: qHTS Fluorescence Polarization Assay for Inhibitors of MLL CXXC domain - DNA interaction; MLL-CXXC / FITC-HOXA9 DNA fluorescence polarization; 290,000 tested, 0.037% active; Potency, µM (titrated, usually from 115 µM), inactives show at the top dose activity change, negative = inhibition, hits mostly inhibitors; Histone-lysine N-methyltransferase 2A (Homo sapiens), Q03164; active means well fitted inhibition curve with a large enough effect in the polarisation, with a control signal flat, not every such curve was filed as active; inconclusive means small, poorly fitted or top-dose-only effect, or effect the other way, or a change in a side signal; inactive means no such curve, though single readings can be large or run the other way; the % refers to the polarisation; further: potency means the concentration at half of the fitted maximal effect
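Steps: dispense CXXC domain solution (7 uM) → pin compounds or unlabeled HOX-A9 DNA control → 5 min ambient → add FLSN-HOX-A9 solution (50 nM) → spin → 30 min ambient → fluorescence polarization. Tris pH 7.5/NaCl/DTT/BSA buffer.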
TCR activator: Activators of T cell receptors: qHTS campaign; primary human leukocytes, anti-CD3, IL-2 HTRF, 48 h; Potency, µM (series often up to 9.22 µM), for inactives: at the top dose activation of IL-2 secretion, usual class: activators; 330,000 tested, under 10 active; AID 504894, 2011; further: % of control where 0% means no effect
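Using a-CD3 beads without co-stimulation, primary human leukocytes were exposed to compounds for 48 hr. An HTRF IL-2 kit measured the cytokine, with europium-to-d2 energy transfer producing emission at 665nm upon 320nm excitation.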
Active calls of the source: *; i = inactive; ? = inconclusive; nt = not tested or not shown; & = joins results of further samples; [ ] = remark or other dose. Unless noted, the call rests on the fitted dose curve; in most records, active means well fitted curve in the direction sought with a large enough effect; inconclusive means small, poorly fitted or top-dose-only effect, or another doubt; inactive means no such curve, though single readings can be large; an effect the other way counts as inactive or inconclusive.

SMILES	S-ASM inh	Menin MLL FP TR	TSHR antagonist	a7 integrin act	AT treatment	TSG101-PTAP inh	Mito fusion act	MBNL1-CUG inh	MLL CXXC-DNA inh	TCR activator
CC1CN(S(=O)(=O)c2cccc(C(=O)OC/C(O)=C(\C#N)c3nc4ccccc4[nH]3)c2)CC(C)O1 (configuration not stated)	6%	?	-3	3%	-13%	-4%	0%	-4%	0%	0%[46.1 µM]
Cc1ccc(C)c(N2CCN(C(=O)CCCn3c(=O)c4cccn4c4cccnc43)CC2)c1	-11%	-5%	3	30%	-10%	-4%	?	-1%	4%	3%
Cc1ccccc1OCc1nnc(SCc2cc(=O)[nH]c3ccccc23)o1	-8%	?	3	18%	-3%	-6%	-3%	7%	11%	-6%
COc1ccc(-c2noc(-c3cccs3)n2)cc1OC	-4%	nt	15	3%	-1%	-2%	-1%	2%	-1%	5%
COCCn1nnnc1C(c1ccc(OC)c(OC)c1)N1CCc2ccccc21 (configuration not stated)	-1%	1%	4	11%	4%	-8%	0%	0%	-6%	nt
CCC(CC)NC(=O)c1cccc(Oc2ccccc2)c1	-3%	-3%	-4	17%	-1%	-1%	-4%	-4%	12%	-3%
COc1cccc(NC(=O)COC(=O)c2ccc3c(c2)OCO3)c1	1%	nt	-2	-6%	6%	0%	3%	nt	nt	nt
COc1ccc(Cl)cc1N1C(=N)SCC1=O	-1%	0%	2	-13%	2%[11.5 µM]	-2%	4%	7%	8%	-2%
Cc1nc2cc(NC(=O)c3ccc([N+](=O)[O-])s3)ccc2s1	nt	nt	-10	-45%[inhibitor]	2%	1%	-2%	?	34%	2%
Cc1cccc(Nc2ccc(S(=O)(=O)N3CCOCC3)cc2[N+](=O)[O-])c1	-10%	nt	-9	-16%	-1%	-2%	25%	nt	nt	-4%
O=c1cc(CSc2nnnn2-c2ccccc2)[nH]c2[nH]n(-c3ccccc3)c(=O)c12	2%	?	-7	5%	2%	-1%	-1%	10%	-1%	-3%
O=C(NCc1ccccc1F)C1CCCN(S(=O)(=O)c2ccc(-n3cnnn3)cc2)C1 (configuration not stated)	11%	?	-2	37%	-1%	-2%	-5%	2%	-1%	2%
CN(C)S(=O)(=O)c1ccc(C(=O)OCc2ccc([N+](=O)[O-])cc2)cc1	-1%	25%	29	-9%	2%	1%	2%	?	-4%	-8%
CC(OC(=O)CN1C(=O)NC2(CCCC2)C1=O)C(=O)c1ccc(C(C)(C)C)cc1 (configuration not stated)	nt	nt	1	15%	1%	-2%	-1%	nt	nt	-4%
O=C(O)c1cnc(-c2ccccc2)nc1Sc1ccccc1Cl	14%	?	-13	7%	-5%	-10%	8%	3%	?	nt
O=C(Nc1sccc1C(=O)NCc1ccco1)c1cccnc1	-7%	4%	-5	-17%	4%	-2%	4%	-1%	26%	-1%
COc1ccccc1/C=C/C=N/NC(=O)c1ccccn1	19%	-2%	14	0%	0%	-3%	-29%	nt	5%	1%
O=C(/C=C/c1ccco1)Nc1ccc(-c2nc3ccccc3[nH]2)cc1	-1%	-1%	2	-37%	4%	0%	5%	9%	9%	-5%[46.1 µM]
O=C(Nc1ccccn1)c1ccc(S(=O)(=O)c2ccc(Cl)cc2)cc1	-4%	?	-8	-33%	5%	0%	26%	-10%	-4%	0%
O=C(Nc1cccnc1)c1cnn2cccnc12	1%	-28%	-5	16%	3%	-2%	-4%	6%	5%	2%
O=C(COC(=O)c1sc2ccccc2c1Cl)Nc1ncc(Cl)cc1Cl	-3%	21%	14	19%	8%	0%	2%	32%[activator]	11%	-1%[46.1 µM]
CCOC(=O)CNc1c(-c2ccc(F)cc2)nc2cnccn12	i	0%	-2	41%	24%	-14%	5%	?	-2%	nt
COc1cc(NC(=O)c2cccs2)ccc1NC(=O)c1cc2ccccc2o1	113%[activator]	?	-4	14%	6%	0%	2%	-1%	-2%	3%
CCCOc1ccc(/C=c2\sc3nc(-c4ccco4)nn3c2=O)cc1OCC	-11%	-14%	4	-5%[1.53 µM]	2%	-6%	0%	1%	5%	4%
CC1CC(=Cc2ccc(N)cc2)C(=O)O1 (configuration not stated)	7%	nt	nt	-15%	nt	-3%	nt	nt	nt	-3%
CSc1nc(C)cc(OCCNS(=O)(=O)c2cc(C)ccc2C)n1	5%	3%	-4	19%	-1%	-1%	1%	2%	2%	2%
COc1ccc(C(=O)Nc2ccncc2)cc1OC	-3%	?	-10	-2%	0%	-13%	2%	-8%	3%	-1%
COc1cccc(OC)c1C(=O)N1CCN(c2c(Cc3ccccc3)c(C)nc3ncnn23)CC1	-2%	-2%	-12	-20%	3%	nt	-1%	4%	0%	nt
CCOC(=O)N1CCC(N(CCN(C)C)C(=S)Nc2ccccc2OC)CC1	0%	2%	26	-7%	-3%	-8%	20%	-2%	1%	6%
O=CNC1CCCc2c1[nH]c1ccc(Cl)cc21 (configuration not stated)	0%	?	-6	14%	12%	-6%	-13%	-1%	5%	0%
CN(C)S(=O)(=O)c1ccc(NC(=O)N2CCN(c3cccc(C(F)(F)F)c3)CC2)cc1	-27%	15%	-31	-45%	-14%	-9%	5%	0%	-2%	-6%
Cc1ccc(Oc2nc3c(C)cccn3c(=O)c2/C=C(\C#N)C(N)=O)cc1	84%[activator]	nt	-15	12%	-2%	-3%	0%	13%	-10%	-2%
COc1ccccc1OCCNC(=O)c1cccc(S(=O)(=O)N2CCN(Cc3ccccc3)CC2)c1	-1%	nt	-2	-10%	-2%	59%[activator]	9%	nt	nt	0%
COc1ccc(NS(=O)(=O)c2cc(Br)cc3c2N(C(C)=O)CC3)cc1	-2%	-3%	12	15%	-5%	0%	6%	-8%	1%	0%
O=C1NC(=O)C(c2ccccc2[N+](=O)[O-])=C1Nc1ccc(O)c(Cl)c1	-3%	-5%	-4&6	nt	5%	-6%	-3%&2%	?	-8%&-10%	10%
CCOc1ccc(NS(=O)(=O)c2ccc3c(c2)N(C(C)=O)CC3)cc1	1%	5%	13	-3%	2%	-1%	3%	-2%	6%	2%
O=C(NCCc1ccccc1)NC(Cc1ccccc1)C(=O)O (configuration not stated)	2%[11.5 µM]	-5%	-7	-39%[inhibitor]	1%	-3%	4%	-8%	-2%	11%
Clc1c(-c2nnc3n2CCCCC3)sc2ccccc12	0%	-7%	-20	0%	13%	-7%	6%	-3%	-1%	-1%
O=C(Nc1nccs1)C1CC(=O)N(c2ccc(Cl)cc2)C1 (configuration not stated)	-2%	12%	5	-16%	4%	-3%	9%	-2%	8%	5%
Cc1ccccc1OCC(=O)OC(C)CN1CCN(C)CC1 (configuration not stated)	6%	-4%	5	8%	3%	-9%	3%	-12%	-9%	0%
c1cn(CCCNC2=NCCCCC2)cn1	0%	1%	10	25%	0%	-5%	-1%	-2%	13%	-1%
CCOC(=O)C1(CCCc2ccccc2)CCN(Cc2cnc(C)s2)CC1	6%	?	-14	-22%	9%[11.5 µM]	-7%	0%	-6%	11%	-6%
CCOc1ccc(NS(=O)(=O)c2cc3c4c(c2)CCN4C(=O)CC3)cc1	1%	nt	-8	-2%	2%	-2%	11%	nt	nt	-8%
CN(CC(=O)Nc1c(Cl)cccc1Cl)C(=O)c1ccc2ccccc2n1	nt	nt	-3	7%	3%	-11%	6%	nt	nt	-1%
CN(CC(=O)Nc1ccc(Cl)c(C(F)(F)F)c1)C(=O)c1ccc(N2CCOCC2)c([N+](=O)[O-])c1	-11%	nt	-11	-24%	-4%	-12%	-2%	nt	nt	9%
CN1/C(=C/C(=O)COC(=O)CN2C(=O)C3CC=CCC3C2=O)C(C)(C)c2ccccc21 (configuration not stated)	61%[activator]	nt	nt	-35%	nt	-2%	nt	nt	nt	-7%
CN(Cc1ccccc1)C(=O)c1ccco1	1%	1%	-14	?	-4%	-3%	-11%	-13%	-6%	11%
O=c1[nH][nH]c2c(N=Cc3ccccc3O)ccc(F)c12	-9%	nt	-23	31%	3%	-16%	-4%	?	?	3%
Cc1ccc2c(c1)[C@H]1[C@H](CO2)[C@H](c2ccccc2)[C@]2(C)C(=O)N(Cc3ccccc3)CC(=O)N12	-9%	nt	0	-3%	4%	0%	nt	nt	nt	2%
COc1cccc2c(C)c(C(=O)O)[nH]c12	30%	?	-8	3%	-1%	2%	-5%	7%	1%	-3%[46.1 µM]

High-throughput results from PubChem.

This is a subset; the hit share may differ from the screen's.
